Compound activity (PubChem)
HTRA1 inhibitor: blocks human HTRA1 serine peptidase | AID 504803 | inhibition, % at 5.96 µM | hit rate 0.5% among 340,000 | recombinant HTRA1, FP-rhodamine activity-based probe, fluorescence polarization; in the data active = inhibition above about 36%;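 note: 0% = enzyme with DMSO and 100% = wells lacking enzyme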
Target sequence (Q92743 whole entry, looked up): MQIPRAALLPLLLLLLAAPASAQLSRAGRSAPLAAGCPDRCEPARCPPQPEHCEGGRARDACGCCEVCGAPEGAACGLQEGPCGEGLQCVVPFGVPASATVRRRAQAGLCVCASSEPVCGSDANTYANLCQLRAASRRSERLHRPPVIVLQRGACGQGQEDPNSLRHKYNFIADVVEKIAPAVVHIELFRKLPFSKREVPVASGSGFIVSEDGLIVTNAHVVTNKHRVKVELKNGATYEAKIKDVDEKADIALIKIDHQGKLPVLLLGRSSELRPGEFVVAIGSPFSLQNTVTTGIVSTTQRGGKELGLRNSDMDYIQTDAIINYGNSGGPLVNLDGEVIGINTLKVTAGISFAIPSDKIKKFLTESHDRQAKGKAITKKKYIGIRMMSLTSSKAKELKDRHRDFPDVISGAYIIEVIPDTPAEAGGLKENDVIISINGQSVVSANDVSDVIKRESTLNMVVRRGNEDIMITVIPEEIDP
rCAG RNA binder: r(CAG) repeat RNA binding | TO-PRO-1 dye displacement fluorescence | inhibition, % at 3 µM | hit rate 1.3% among 370,000;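 active = inhibition above the plate cutoff, the mean of all test compounds on that plate plus 3 SD, cut at about 35% in these data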;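 note: 0% = DMSO alone and 100% = 100 µM mitoxantrone as full dye displacement; higher means more dye released from RNA so lower well fluorescence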
NPR2 activator: GC-B (human) receptor activation; P20594; HEK293-GC-B cells, CNP EC30, cGMP TR-FRET; 0% at EC30 CNP, 100% saturating CNP; activation, % at 10 µM; hit rate 0.11% among 370,000; AID 1920062;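 active = activation at 10 µM reaching about 35% in either raw or pattern-adjusted values, limit read from the data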
mABHD4 FP: ABHD4 (mouse) inhibition, primary FP screen | Q8VD66 | purified mABHD4, FP-Rh probe fluorescence polarization | inhibition, % at 8.92 µM | hit rate 0.54% among 370,000 | AID 720543;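 active = inhibition exceeding the mean over every tested compound plus 3 SD, cut at about 30% in these data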;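 note: 0% = plate median of compound wells and 100% = S159A mutant with DMSO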
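Assay system: wild-type mouse ABHD4 protein; compound: single nominal dose of 8.92 µM, 0.89% DMSO final; schedule: 45 min + 60 min at 25 °C; measured by: FP readout, ex 525 nm / em 598 nm; evaluation: % inhibition of FP-Rh probe binding versus controls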
TDP2 inh: blocks human TDP2 phosphodiesterase activity | inhibition, % at 12.8 µM | O95551 | hit rate 0.34% among 370,000 | recombinant TDP2, T5PNP hydrolysis, p-nitrophenol absorbance 415 nm;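 active = inhibition above the mean of all tested compounds plus 3 SD, set per campaign, cut at about 25% in these data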;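 note: 0% = DMSO with enzyme and 100% = buffer with substrate but no TDP2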
Target sequence (O95551 whole entry, looked up): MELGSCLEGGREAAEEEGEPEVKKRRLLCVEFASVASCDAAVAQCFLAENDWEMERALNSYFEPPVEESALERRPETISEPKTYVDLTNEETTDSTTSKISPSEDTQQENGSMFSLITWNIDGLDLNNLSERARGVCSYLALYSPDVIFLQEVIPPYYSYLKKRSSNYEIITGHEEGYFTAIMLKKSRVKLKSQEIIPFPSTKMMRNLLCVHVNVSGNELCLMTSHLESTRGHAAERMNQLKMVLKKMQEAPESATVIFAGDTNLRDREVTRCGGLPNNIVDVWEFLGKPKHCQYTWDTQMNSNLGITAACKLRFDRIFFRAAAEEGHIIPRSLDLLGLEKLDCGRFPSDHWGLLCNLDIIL
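Incubation: 2 h at 37 °C; Test system: recombinant human TDP2; Quantity: enzyme 120 nM; Read-out basis: percent inhibition; Medium: 50 mM Tris-HCl pH 7.5 with Mg2+, KCl, DTT, BSA; Repeats: single replicate; Compound: 12.8 µM single point, 1% DMSO; Signal: epi absorbance; Reagent: 5 mM T5PNP chromogenic substrate; Benchmarks: no-enzyme high, DMSO-plus-enzyme low.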
LEDGF integ inh: blocks HIV-1 LEDGF/p75-dependent DNA integration | inhibition, % at 3.7 µM | hit rate 0.64% among 370,000 | TR-FRET IN-LEDGF/p75 DNA integration, Eu/Cy5;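 active = inhibition above the screen-wide mean plus 3 SD, cut at about 13% in these data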;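 note: signal is the Cy5 over europium emission ratio at 671 and 618 nm; 0% = plate median of compound wells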
SIAE inh: blocks human sialic acid acetylesterase; SIAE FP-Rh probe binding, fluorescence polarization; Q9HAT2; inhibition, % at 9.66 µM; hit rate 0.69% among 370,000;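 active = inhibition above a cutoff: mean of compounds within the control limits plus 3 SD of those, cut at about 17% in these data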;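 note: 0% = plate median of compound wells and 100% = probe without SIAE protein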
MBD2 inh: blocks human MBD2 binding to methylated DNA; Q9UBB5; TR-FRET, MBD2 binding to methylated oligonucleotide; inhibition, % at 4.4 µM; hit rate 0.31% among 370,000; in the data active = inhibition above about 13%
TCR-CD3 inh: blocks the human TCR-CD3 interaction; TAMRA-labeled TCR probe fluorescence, biochemical; inhibition, % at 9.4 µM; hit rate 0.37% among 360,000; in the data active = inhibition above about 19%;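 note: recombinant mutant TCR 2C K166C tagged with TAMRA read by polarization; 0% = receptor in buffer alone and 100% = receptor with positive control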
PRMT1 inh: inhibitors of human PRMT1 | Q99873 | recombinant PRMT1, activity-based probe fluorescence polarization | inhibition, % at 2.79 µM | hit rate 1.3% among 370,000 | AID 652257;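 active = inhibition above about 21% made by adding two undisclosed values, limit read from the data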
An asterisk follows results filed as active; · = no result given. Only part of the results is shown (hit frequency here may not be typical).

SMILES	HTRA1 inhibitor	rCAG RNA binder	NPR2 activator	mABHD4 FP	TDP2 inh	LEDGF integ inh	SIAE inh	MBD2 inh	TCR-CD3 inh	PRMT1 inh
CC(=O)Nc1nnc(S(=O)(=O)N2CCN(c3ccc(Cl)cc3[N+](=O)[O-])CC2)s1	2	2	-3	1	1	0	-2	1	1	1
Cc1nn(C)c(C)c1S(=O)(=O)N1CCCC(C(=O)NCCc2ccc(Cl)cc2)C1 (stereo not given)	1	1	2	2	-1	2	1	-4	3	-5
O=C1CCC[C@H]2C[C@H](NCc3cccc(I)c3)CC[C@]23CCCN13	·	·	-5	0	-11	0	-1	-5	·	3
CCC(C)Sc1nc2c(c(=O)[nH]c(=O)n2C)n1C (stereo not given)	8	2	1	0	1	-1	2	4	-3	4
O=C(N(c1ccccn1)c1ccccn1)C12CC3CC(CC(Cl)(C3)C1)C2	-5	-7	1	-4	-10	0	10	-3	4	-6
COC(=O)c1cnc2c(c1C(=O)OC)c(=O)n(C)c(=O)n2C	4	-4	12	0	1	1	-3	6	2	-2
Cc1cccn2c(=O)c(C=NCCO)c(NCc3ccco3)nc12	2	0	-5	-1	6	2	-9	0	4	-2
O=C1c2ccccc2S(=O)(=O)N1CCCN1C(=O)c2ccccc2S1(=O)=O	-3	1	0	6	8	1	-31	-4	6	-4
Cc1cc(NS(=O)(=O)c2ccc(NC(=O)c3cnc4scc(C)n4c3=O)cc2)nc(C)n1	-2	8	-1	0	2	-1	-15	1	-5	4
Cc1cccc(-n2nc3c(c2NC(=O)c2ccc(S(=O)(=O)N4CCOCC4)cc2)CSC3)c1C	-7	8	-1	2	-5	-2	0	1	7	-3
CCOc1cc(S(=O)(=O)NC2CCCCC2)ccc1F	-9	-5	7	-4	0	0	0	-5	3	-5
O=C(CCN1C(=O)[C@@H]2Cc3ccccc3CN2C1=O)N[C@@H](C(=O)O)c1ccccc1	1	1	6	-1	1	2	2	0	5	-3
Nc1nnc(SCC(=O)OCC(=O)c2ccccc2Br)s1	1	2	0	2	5	2	-15	5	0	1
COc1ccc(CNC(=O)C(C)OC(=O)CO/N=C(\C)c2ccc3c(c2)OCO3)cc1 (stereo not given)	-5	-5	-1	2	0	-2	1	0	-3	2
CCN(CC)C(=O)c1cc(Cl)ccn1	0	-1	-4	3	11	3	-2	4	5	9
COc1ccc(C=C2CCc3ccccc3C2=O)cc1	·	0	-2	-1	-7	-4	-5	2	-3	5
CCOC(=O)c1ccc(S(=O)(=O)NC2CC2)cc1	-3	-2	2	2	9	0	0	3	13	1
C=CCOc1ccc(/C(O)=C2/C(=O)C(=O)N(CCCn3ccnc3)C2c2cccs2)cc1 (stereo not given)	-1	12	4	-9	-7	-1	-6	7	-9	2
CCCn1cc(NC(=O)C2CC(c3cccc(Br)c3)=NO2)cn1 (stereo not given)	-8	-7	1	-10	-1	-2	2	-7	1	0
CC(=O)c1c(O)cc(C)n(Cc2ccccc2)c1=O	1	-2	4	-6	-1	5	-7	-2	5	-3
CCc1nnc(NS(=O)(=O)c2ccc(NC(=S)NC(=O)c3ccc(OC)cc3)cc2)s1	-13	70*	-6	-5	3	0	3	-3	-1	-2
CC1CCCC(C)N1/N=C/c1cc(Br)cc(Br)c1O (stereo not given)	-2	2	-3	10	0	5	2	-7	3	-1
COc1ccc(/C=C/C(=O)Nc2nc(C)c(C(=O)N(C)C)s2)cc1	2	0	0	0	10	-2	-4	-2	-6	0
CC1CCc2c(C(=O)Nc3ccc(N4CCOCC4)cc3)csc2C1 (stereo not given)	4	-4	-4	3	-4	-7	-2	3	-3	-2
O=C(c1ccccc1)N(C1=NCCCCS1)c1ccccc1	0	0	-2	-5	-14	3	-2	-5	-6	-3

Taken from above:
Result for CC1CCCC(C)N1/N=C/c1cc(Br)cc(Br)c1O (stereo not given) in MBD2 inh: -7
Result for Cc1cccn2c(=O)c(C=NCCO)c(NCc3ccco3)nc12 in NPR2 activator: -5

Full records, quoted from the list.
CCC(C)Sc1nc2c(c(=O)[nH]c(=O)n2C)n1C (stereo not given) in the list: HTRA1 inhibitor: 8; rCAG RNA binder: 2; NPR2 activator: 1; mABHD4 FP: 0; TDP2 inh: 1; LEDGF integ inh: -1; SIAE inh: 2; MBD2 inh: 4; TCR-CD3 inh: -3; PRMT1 inh: 4
Cc1cccc(-n2nc3c(c2NC(=O)c2ccc(S(=O)(=O)N4CCOCC4)cc2)CSC3)c1C in the list: HTRA1 inhibitor: -7; rCAG RNA binder: 8; NPR2 activator: -1; mABHD4 FP: 2; TDP2 inh: -5; LEDGF integ inh: -2; SIAE inh: 0; MBD2 inh: 1; TCR-CD3 inh: 7; PRMT1 inh: -3

Later entries:
SMILES	HTRA1 inhibitor	rCAG RNA binder	NPR2 activator	mABHD4 FP	TDP2 inh	LEDGF integ inh	SIAE inh	MBD2 inh	TCR-CD3 inh	PRMT1 inh
CCOc1cc2[nH]c(=S)n(CCC(=O)NCc3ccco3)c(=O)c2cc1OCC	-1	-1	-3	1	-8	-6	-2	5	4	0
CCOC(=O)CSc1nnc(Cn2c(=O)sc3ccccc32)n1-c1ccccc1C	-1	2	-2	-10	-11	4	-9	1	1	-3
O=C(Nc1cccc(C(=O)N2CCCC2)c1)c1ccccc1Cl	1	0	1	-1	5	3	1	-1	3	-1
COc1ccc(C(=O)N/C(=C\c2ccccc2)C(=O)NCc2cccnc2)cc1	12	-1	9	1	10	-1	-2	4	-7	3
c1ccc2c(c1)oc1c(NCCN3CCOCC3)ncnc12	3	-2	-1	7	-1	0	1	-3	11	-1
COc1ccc(N2CCN(S(=O)(=O)c3ccc4c(c3)NC(=O)C(C)S4)CC2)cc1 (stereo not given)	6	8	-1	6	0	-3	-1	1	-7	1
CC(=O)c1ccc(NC(=O)C(C)OC(=O)CCCN=C2NS(=O)(=O)c3ccccc32)cc1 (stereo not given)	0	4	2	-11	-3	5	-10	-8	5	-5
CC(C)C(=O)Nc1cccnc1	-1	-1	2	0	-9	1	0	0	-2	-1
COCCNC(=O)c1ccc(-c2ccc(OC)cc2C)c2ccoc12	·	-1	6	-6	0	-2	7	0	-10	1
CCCn1c(SCC(=O)Nc2ccc3c(c2)OCCO3)n[nH]c1=O	-4	-1	1	-4	1	-3	9	9	-11	3
O=C(N/N=C/c1cccnc1)c1ccccc1NS(=O)(=O)c1cccs1	-4	18	2	0	7	6	-7	3	-1	-1
C[C@H]1CN([C@@H](C)CO)C(=O)Cc2cc(NS(C)(=O)=O)ccc2O[C@@H]1CN(C)CC1CC1	4	-4	0	2	7	-1	-2	0	-4	1
Cc1cc(CN2CCCCC2C(=O)Nc2ccc(Oc3cccnc3)cc2)oc1C (stereo not given)	-5	-4	0	0	10	3	-6	1	1	2
Cc1cc(=O)oc2cc(OC(C)C(=O)Nc3ccc(N4CCCCC4)cc3)ccc12 (stereo not given)	-4	5	-7	0	-16	-1	-3	-7	13	2
CSc1ccccc1C(=O)C1CCCN(C(=O)CCc2cccnc2)C1 (stereo not given)	-2	-4	4	-2	8	-5	-4	1	-3	6
COc1ccc(OC)c(C2=Nn3c(nnc3-c3ccncc3)SC2)c1	6	0	17	3	10	-3	-3	2	-4	3
Cc1cccnc1NC(=O)Nc1cccc(C(F)(F)F)c1	5	3	1	-5	-3	5	-7	6	-1	-4
Oc1ccc(/C=N/NC2=NCCCCC2)c(O)c1	6	-2	-2	-107	5	2	-1	2	-3	1
CCOc1cc(/C=C/C(=O)OCC(=O)N(CC)C2CCS(=O)(=O)C2)cc(Cl)c1OC (stereo not given)	10	2	4	-2	8	2	1	-4	2	1
O=C(NNC(=O)c1ccc(SCC2CCCO2)c([N+](=O)[O-])c1)c1ccc(Cl)c([N+](=O)[O-])c1 (stereo not given)	8	28	-7	-4	-13	5	-2	6	-4	3
CCOC(=O)c1c(CN(C)C)n(-c2ccc(C)cc2)c2cc(Br)c(O)cc12	-16	-5	-12	1	-6	1	-4	7	-6	1
COc1ccc(S(=O)(=O)N2CCCC(C(=O)NCCc3ccccc3)C2)cc1 (stereo not given)	-3	-4	-3	-3	16	2	3	2	6	1
CC(=O)Oc1ccc2c(C)c(CC(C)O)c(=O)oc2c1 (stereo not given)	8	-4	0	4	-6	-5	0	-3	-1	3
CCCC(=O)NCCCc1nc2ccccc2n1C	-1	2	4	4	5	0	0	-3	3	-6
O=C(N/N=C/C=C/c1ccccc1[N+](=O)[O-])c1cc(-c2cccnc2)nc2ccccc12	-15	8	8	0	6	1	-17	-3	-4	0
The list continues.
SMILES	HTRA1 inhibitor	rCAG RNA binder	NPR2 activator	mABHD4 FP	TDP2 inh	LEDGF integ inh	SIAE inh	MBD2 inh	TCR-CD3 inh	PRMT1 inh
CC1CC1C(=O)OCC(=O)NC(=O)NC12CC3CC(CC(C3)C1)C2 (stereo not given)	34	-4	2	4	7	4	2	-6	2	2
O=C(COC(=O)c1ccc[nH]c1=O)NC1CCCC1	-4	3	-2	13	-6	-4	1	-3	-4	1
O=C1COc2ccc(C(=O)CSc3ccccc3C(=O)O)cc2N1	9	3	-1	0	-11	-1	1	0	1	3
CCOC(=O)N1CCC(N(CCN(C)C)C(=S)Nc2cccc(C)c2)CC1	4	-4	-2	-2	8	-2	-1	-4	-3	-1
COc1cc(NC(=O)C2CC(c3ccccc3Cl)=NO2)cc(OC)c1OC (stereo not given)	1	-3	-3	0	10	-3	3	3	-3	-1
CC1=C(C(=O)Nc2ccccc2)C(c2ccco2)C(C#N)=C(SCC(=O)Nc2cccc(C)c2C)N1 (stereo not given)	-20	6	-2	-5	5	2	-12	-4	-3	2
O=C(NCCc1ccccc1)c1c(O)c2ccccc2[nH]c1=O	-6	2	-1	1	-7	1	6	1	-6	-3
COc1ccc(NS(=O)(=O)c2ccc(C)c(C(=O)N(C)Cc3ccc(OC)cc3OC)c2)cc1	6	-1	-15	0	-3	0	8	1	0	-6
Cc1ccc(CNC(=O)C(=O)c2cn(CC(=O)N3CCOCC3)c3ccccc23)cc1	0	-4	-3	3	2	0	5	1	1	-2
O=C(/C=C/Nc1ccc([N+](=O)[O-])cc1Br)c1cccc2ccccc12	1	2	0	-12	0	0	8	3	-4	0
CCNC(=O)C1(C)CCN(C(=O)C(c2ccccc2)c2ccccc2)C1 (stereo not given)	·	0	-2	1	0	-5	-7	-3	-3	-1
CN(C)CCNC(=O)c1cc2sc3ccccc3c2s1	1	11	-4	2	-1	-2	-5	-2	0	0
CCCOC(=O)C(C)n1cnc2scc(-c3ccc(C)cc3)c2c1=O (stereo not given)	0	-6	-1	3	-3	-1	-17	-7	1	-1
Cc1ccc(C(C)NC(=O)CSc2ccc(S(=O)(=O)N3CCOCC3)cn2)cc1C (stereo not given)	-7	-1	5	0	4	-2	3	-2	2	3
Cc1ccc(S(=O)(=O)N2CCC(=O)N(CCOC(=O)Nc3ccc(F)cc3)CC2)cc1	-9	-1	-1	-1	-3	1	9	-4	8	-1
CCc1ccccc1NC(=O)CN1CCN(CC(=O)Nc2ccc3c(c2)OC2(CCCCC2)O3)CC1	4	0	-4	4	-6	5	-3	2	7	-1
Cc1c(-c2nc(-c3ccncc3)no2)cccc1[N+](=O)[O-]	2	-3	-8	8	14	0	9	-3	10	1
O=C1C(C23CC4CC(CC(C4)C2)C3)C(=O)N(c2ccccc2)N1c1ccccc1	-1	-1	-2	-2	8	0	6	3	-1	-3
